# MC4R antag cAMP: human MC4R antagonism in cAMP assay; MC4R-expressing cells, MTII-stimulated cAMP, LANCE TR-FRET; actives 0.48% (n = 360,000); inhibition, % at 6.5 µM; AID 540295;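 active means inhibition above its plate's cutoff, the mean of tested wells on that plate plus 3 SD, cut at about 29% in these data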;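 further: 0% = Melanotan II alone and 100% = Melanotan II plus saturating MCL0020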
#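 Material – human MC4R-expressing U2OS cells · Repeats – no replicates · Detection – TR-FRET with Eu-cAMP and labeled anti-cAMP, 671 nm · Times – compound 30 min, challenge 1 h, detection 1 h · Compound – single nominal compound dose of 6.5 µM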
# ABHD5-PLIN5 inh: ABHD5-PLIN5 protein interaction inhibition; Q00G26+Q8WTS1; Split G. princeps luciferase complementation, luminescence, 4 h; AID 602281; inhibition, % at 4 µM; actives 0.78% (n = 360,000);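 active means inhibition above the mean inhibition across every tested compound plus 3 SD, cut at about 22% in these data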;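 further: 0% = DMSO only wells and the 100% control is not disclosed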
# LRH-1 inv ag: NR5A2 inverse agonism in reporter assay; AID 602396; actives 0.13% (n = 360,000); HEK293T StAR-luciferase reporter, LRH-1 transfected, 24 h; O00482; inhibition, % at 3.6 µM;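 active means inhibition above the mean inhibition of all tested compounds plus 3 SD, cut at about 73% in these data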;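 further: 0% = DMSO wells and 100% = reporter-only cells lacking LRH-1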
# NOD2-RIPK2 inh: NOD2-RIPK2 protein interaction inhibition; O43353; CHO BLA complementation NOD2-RIPK2, CCF4 ratio; inhibition, % at 4.98 µM; actives 0.38% (n = 360,000); in the data active means inhibition above about 21%;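 further: 0% = vehicle only and 100% = reference blocker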
# MC4R ag barr: human MC4R agonism via beta-arrestin; actives 0.98% (n = 360,000); activation, % at 8.9 µM; U2OS MC4R beta-arrestin complementation, luminescence; percent of melanotan II response, DMSO zero;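 active means activation above a per-plate cutoff, the mean activation of sample wells on that plate plus 3 SD, cut at about 8% in these data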
# NR2F2 inh: inhibitors of human COUP-TFII (NR2F2); AID 686940; inhibition, % at 8.6 µM; actives 0.7% (n = 370,000); P24468; HEK293T NGFI-A luciferase reporter, luminescence;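 active means inhibition above a per-plate cutoff, mean inhibition of test wells between control levels plus 3 SD, cut at about 38% in these data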;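 further: cells cotransfected with COUP-TFII expression vector driving the NGFI-A reporter; 0% = median of COUP-TF2 test wells and 100% = reporter-only cells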
# SRC3 inh: human NCOA3 inhibition; Q9Y6Q9; HEK293 GAL4-SRC3 luciferase reporter, luminescence; inhibition, % at 3.6 µM; actives 0.17% (n = 360,000);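 active means inhibition above a per-campaign cutoff, the mean of all compounds plus 3 SD, cut at about 60% in these data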;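 further: 0% = DMSO-treated cells and 100% = gossypol-treated cells at 36 µM; higher means less SRC3-driven luciferase light from the GAL4 reporter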
# SRC1 inh: inhibits human SRC1 coactivator; HEK293 GAL4-SRC1 luciferase reporter, luminescence; AID 588354; actives 0.12% (n = 360,000); Q15788; inhibition, % at 3.6 µM;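 active means inhibition above the campaign mean plus 3 SD, with each screening campaign given its own cutoff, cut at about 60% in these data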;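 further: 0% = DMSO treated cells and 100% = gossypol at 36 µM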
# TLR9-MyD88 inh: blocks human TLR9 binding to MyD88 | actives 0.21% (n = 340,000) | CHO BLA complementation TLR9-MyD88, CCF4 FRET ratio | inhibition, % at 4.98 µM | Q9NR96+Q99836;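 active means inhibition above the mean over all tested compounds plus 3 SD, cut at about 21% in these data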;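 further: 0% = DMSO only wells and 100% = clavulanate BLA inhibitor control wells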
# LMP1 NFkB inh: Epstein-Barr LMP1 NF-kappaB reporter inhibition; inhibition, % at 12.5 µM; AID 504558; actives 0.69% (n = 350,000); LMP1-induced NF-kappaB luciferase reporter cells, luminescence; in the data active means inhibition above about 41%;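 further: 0% = neutral control wells and 100% = reference inhibitor control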
# NCOA2 inhibitor: human SRC2 (NCOA2) inhibition; HEK293 GAL4-SRC2 luciferase reporter, luminescence; inhibition, % at 9 µM; AID 651957; Q15596; actives 0.17% (n = 370,000);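 active means inhibition above the mean inhibition of all tested compounds plus 3 SD, set per campaign, cut at about 52% in these data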;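 further: 0% = DMSO treated cells and 100% = cells given Gossypol at 36 µM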
# Numbers without * were called inactive; · = not tested or not shown. These rows are one share of the data; count on the stated rates, not on these rows.
SMILES,MC4R antag cAMP,ABHD5-PLIN5 inh,LRH-1 inv ag,NOD2-RIPK2 inh,MC4R ag barr,NR2F2 inh,SRC3 inh,SRC1 inh,TLR9-MyD88 inh,LMP1 NFkB inh,NCOA2 inhibitor
C=CCn1c2ccccc2c2nnc(SCC(=O)O)nc21,-1.8,0.3,-4.0,-0.8,-0.9,-21.1,-0.7,23.3,-0.4,5.6,1.6
O=C(Nc1ccccc1)C1=C(N2CCOCC2)/C(=C/c2cccnc2)CC1,2.9,4.9,5.2,-7.2,0.8,6.1,-1.9,3.4,3.5,1.2,6.6
CC(C)C[C@H](CO)N(Cc1ccccc1)S(=O)(=O)N(Cc1ccccc1)[C@@H](CO)CC(C)C,21.3,-16.1,-12.2,-3.1,-1.2,16.0,2.9,0.4,-4.1,-4.3,13.8
COc1ccc(N2CCN(C(=O)C3CC(=O)N(c4ccc(C)cc4)C3)CC2)cc1 (configuration not stated),-1.7,1.9,4.3,-7.8,-0.5,-7.5,-7.5,-11.0,·,12.2,14.9
CC(=O)N1CN(Cc2ccccn2)Cc2c1sc1c2CCCC1,-1.0,-0.9,3.1,-2.9,-1.4,-7.7,3.8,-29.5,0.2,-5.1,-4.1
C=C(C)c1cccc(C(C)(C)NC(=O)NC2CCN(Cc3ccccc3)CC2)c1,5.0,-22.6,2.7,-10.8,2.5,7.8,0.7,19.4,-1.1,3.3,-2.1
Oc1c(N=Nc2ccc(F)cc2)ccc2ccccc12,13.3,-6.7,-14.6,12.9,1.8,-49.2,-133.6,-88.8,1.1,-44.7,-18.4
CN(C)S(=O)(=O)c1ccc(NC(=O)c2cc(F)c(F)cc2Cl)cc1,7.8,-3.0,-6.0,-0.7,-1.8,-23.3,3.0,4.3,3.1,4.3,-25.3
COc1ccccc1C(=O)NCC(=O)N(C)Cc1nc2ccccc2c(=O)[nH]1,0.0,6.2,18.1,-16.9,-0.2,-0.2,-0.6,3.9,8.0,-6.2,-9.2
CCO[C@@H]1OC(C(=O)NC2CC2)=C[C@H](C2CCCCC2)[C@H]1CCCO,4.8,0.7,-3.1,-4.1,-0.9,2.1,7.2,-23.6,-0.1,-1.4,-2.6
COC(=O)C(C)Oc1ccc(Cc2ncc(C(F)(F)F)cc2Cl)cc1 (configuration not stated),1.9,0.2,-9.4,4.0,0.6,-3.7,8.3,-4.0,-1.9,1.2,-8.7
O=C(NC1CCCCC1)C(c1ccc(F)cc1)N(C(=O)c1csnn1)C1CC1 (configuration not stated),6.5,2.5,22.4,-3.0,0.6,11.0,13.4,8.9,-4.8,-1.6,5.9
Cc1ccc(C)c(-c2nnc(OCC(=O)Nc3cc(C)on3)c3ccccc23)c1,6.0,-6.8,4.4,-5.2,-0.2,-16.3,-2.1,12.7,-2.7,-2.9,5.6
Cc1c(Cl)c([N+](=O)[O-])nn1CC(=O)N1CCc2ccccc2C1,-1.4,-2.8,-7.0,-13.0,-0.7,-5.6,19.3,5.0,-2.2,-4.8,-5.9
CC1=C(C(=O)OCc2ccccc2)C(c2cccc([N+](=O)[O-])c2)NC(=O)N1 (configuration not stated),14.1,0.9,5.8,-6.5,-0.9,10.0,22.9,8.7,-4.0,4.9,3.8
COc1ccc(C2C(C#N)=C(N)Oc3n[nH]c(-c4ccccn4)c32)c(OC)c1OC (configuration not stated),-5.6,-0.4,-7.3,-3.8,-0.6,-8.6,-25.6,9.3,-0.5,-3.9,-11.3
Cc1sc(NC(=O)CN2CCCC2)nc1-c1ccc2c(c1)CCN2C(=O)c1cccc(F)c1,4.8,4.8,0.8,-4.7,2.5,19.2,6.0,-16.5,5.0,3.6,16.5
CCN(CC(=O)Nc1cccc(F)c1)CC(=O)Nc1ccc2c(c1)OCCO2,5.8,2.4,-8.4,-17.9,0.7,-12.8,-8.5,-0.9,13.5,3.5,7.5
COc1ccc(NC(=O)N2CCCc3ccccc32)cc1OC,-3.4,2.0,28.3,-8.5,-1.3,-3.3,-33.7,-10.5,1.4,5.0,-31.1
O=C(Nc1ccccc1)Nc1ccc(-n2ccc(C(F)(F)F)n2)cc1,1.4,-0.8,-148.8,1.6,2.9,-28.6,-46.5,-100.2,-8.3,-50.6,-35.0
CCOC(=O)N1CCC(=NNc2nc3ccccc3s2)CC1,12.1,-4.9,-45.5,-2.7,-1.7,-1.8,-52.2,-60.5,-1.0,-6.1,-54.5
CC(CN1CCCCC1)c1ccccc1 (configuration not stated),14.1,1.0,6.7,-0.7,-1.7,9.5,-22.9,-5.4,-9.1,-5.8,-11.7
CC(c1nccs1)N(C)c1nc2nonc2nc1NC1CC1 (configuration not stated),15.0,4.5,-7.0,-9.8,0.9,-12.9,9.1,-10.1,-0.2,-4.0,9.3
CCCS(=O)(=O)NC(=O)C1(C)CCN(C(=O)/C=C/c2ccccc2)C1 (configuration not stated),0.9,-0.5,-16.4,5.4,0.2,·,7.8,-10.6,·,·,·
Cc1ccccc1NC(=O)c1sc2nc3c(c(-c4ccco4)c2c1N)CCCC3,-4.0,-2.1,-23.2,39.2*,1.4,24.7,17.0,7.7,10.7,-2.2,13.3
O=C(CN1CCN(S(=O)(=O)c2ccccc2Cl)CC1)NCC1(N2CCOCC2)CCCCC1,6.1,1.4,-14.9,-1.9,-1.2,2.2,6.3,-0.9,-9.6,-3.6,-4.6
COc1cc(/C=N/NC(=O)CCc2n[nH]c(=O)[nH]c2=O)cc(OC)c1OC,-4.2,1.6,-2.3,-8.7,-1.1,4.8,13.4,-6.0,5.9,8.7,9.4
Cc1ccc(-c2nnn(CC(=O)N(CC(=O)NC3CCCC3)c3ccc(F)cc3)n2)o1,-4.1,3.1,-9.5,-1.1,1.0,-3.7,21.0,-0.5,-14.6,7.8,17.1
CCCc1nnc(NC(=O)C23CC4CC(CC(C4)C2)C3)s1,14.7,2.4,5.0,-3.3,-2.5,8.1,-7.7,-21.3,2.4,1.1,-50.4
c1ccc(-n2c(-c3ccncc3)nnc2-c2ccco2)cc1,0.2,3.4,6.2,-6.7,-1.4,9.2,13.7,18.8,1.4,7.0,9.0
Cn1c2ccccc2c2cc(C(=O)N3CCOCC3)sc21,11.4,-11.5,-22.2,0.7,-1.3,-12.4,-29.4,-43.5,0.1,-3.7,-16.4
N#Cc1ccccc1S(=O)(=O)N1CCN(C(=O)c2cc3c(s2)CCC3)CC1,-3.5,5.9,6.7,4.1,-2.4,6.2,-12.4,0.7,6.0,1.3,14.7
COc1ccc(CCNC(=O)CCCCCNc2nc(=S)[nH]c3ccccc23)cc1OC,8.3,-9.2,-4.7,-0.5,-0.7,9.3,7.0,15.0,-12.3,15.0,4.3
CCN(C[C@H]1N[C@@](C)(C(=O)OC)[C@H]2C(=O)N(C)C(=O)[C@@H]12)S(=O)(=O)c1ccc(-c2ccccc2)cc1,10.9,-11.3,-4.5,-1.8,0.4,13.7,-2.8,-0.8,-2.1,-2.1,7.9
C/C(CC(=O)Nc1cccc(Cl)c1Cl)=N\NC(=O)C(=O)NC1CCCCC1,-6.1,8.4,16.3,-5.5,-0.8,-0.9,19.1,7.1,-3.7,-5.6,-4.7
Cc1ccc(Sc2cnc(N)nc2C)cc1,36.7*,0.2,3.9,-7.5,4.2,-0.4,17.9,11.0,-7.4,3.3,1.6
COc1ccccc1N1CCN(S(=O)(=O)c2c(C)ccc3nsnc23)CC1,-5.4,-3.3,-2.2,9.1,-0.2,0.9,13.3,-8.7,1.7,-0.2,-17.1
CCOC(=O)/C(=C/c1c[nH]c2ccccc12)NC(C)=O,-3.7,3.2,-6.5,0.3,-0.6,12.3,1.3,-19.3,-2.9,-4.0,-18.5
Cc1c(C(=O)NCc2ccc3c(c2)OCO3)cccc1[N+](=O)[O-],19.9,-0.3,16.4,1.9,-2.3,6.3,12.9,-9.5,-1.6,-3.4,12.1
CN(C)S(=O)(=O)Oc1cccc(C(=O)Nc2ccc(Cl)cc2)c1,1.0,0.2,-86.2,-5.3,0.4,44.8*,-36.5,-40.3,3.3,-14.3,-30.8
COc1cc(C=C2C(=O)OC(C)(C)OC2=O)ccc1OCC(=O)Nc1ccccc1,9.1,-4.5,-71.8,5.4,-0.4,-21.6,-53.4,-53.2,-1.6,-19.4,-65.1
Cc1cc(-n2cccn2)ccc1CN1CCN(C2CCCC2)C(CCO)C1 (configuration not stated),2.7,2.3,-0.3,-0.4,-1.2,-5.0,7.8,-19.4,-15.5,-6.5,4.8
Cc1noc2ncnc(Oc3ccc(F)cc3)c12,3.7,11.0,5.6,-6.9,-0.5,5.4,7.5,1.4,-6.8,3.9,-19.8
NCC(=O)NCC(=O)NC1(C(=O)O)CCCC1,17.2,-7.5,-21.4,3.6,0.2,13.7,-0.5,-9.5,-7.2,-4.1,4.0
Cc1ccc(Cl)cc1NC(=O)C1C2CCC(O2)C1C(=O)O (configuration not stated),7.6,-5.0,7.5,-1.8,-1.8,14.1,-10.3,-5.3,-10.7,-3.3,-15.4
Cc1noc(C)c1NC(=O)Nc1cccc2c1O[C@H](CN(C)C(=O)NC1CCCCC1)[C@@H](C)CN([C@H](C)CO)C2=O,7.1,1.3,6.6,-9.0,-1.3,6.4,1.0,-9.7,5.8,7.7,0.1
CCOC(=O)NC(=O)COC(=O)c1ccc(Sc2ncn[nH]2)c([N+](=O)[O-])c1,6.3,5.2,1.1,-3.5,-2.3,-8.8,-3.6,-13.9,1.3,2.2,9.4
O=C(COc1ccc(C(=O)NCc2cccnc2)cc1)Nc1cccc(C(F)(F)F)c1,-5.0,-0.2,15.1,-3.1,1.1,23.9,13.7,-7.8,10.2,17.9,23.9

# Another view of some results above:
Structure: Cc1ccc(Cl)cc1NC(=O)C1C2CCC(O2)C1C(=O)O (configuration not stated)
  MC4R antag cAMP = 7.6
  ABHD5-PLIN5 inh = -5.0
  LRH-1 inv ag = 7.5
  NOD2-RIPK2 inh = -1.8
  MC4R ag barr = -1.8
  NR2F2 inh = 14.1
  SRC3 inh = -10.3
  SRC1 inh = -5.3
  TLR9-MyD88 inh = -10.7
  LMP1 NFkB inh = -3.3
  NCOA2 inhibitor = -15.4

Structure: Cc1noc(C)c1NC(=O)Nc1cccc2c1O[C@H](CN(C)C(=O)NC1CCCCC1)[C@@H](C)CN([C@H](C)CO)C2=O
  MC4R antag cAMP = 7.1
  ABHD5-PLIN5 inh = 1.3
  LRH-1 inv ag = 6.6
  NOD2-RIPK2 inh = -9.0
  MC4R ag barr = -1.3
  NR2F2 inh = 6.4
  SRC3 inh = 1.0
  SRC1 inh = -9.7
  TLR9-MyD88 inh = 5.8
  LMP1 NFkB inh = 7.7
  NCOA2 inhibitor = 0.1

Structure: CCOC(=O)NC(=O)COC(=O)c1ccc(Sc2ncn[nH]2)c([N+](=O)[O-])c1
  MC4R antag cAMP = 6.3
  ABHD5-PLIN5 inh = 5.2
  LRH-1 inv ag = 1.1
  NOD2-RIPK2 inh = -3.5
  MC4R ag barr = -2.3
  NR2F2 inh = -8.8
  SRC3 inh = -3.6
  SRC1 inh = -13.9
  TLR9-MyD88 inh = 1.3
  LMP1 NFkB inh = 2.2
  NCOA2 inhibitor = 9.4

# From PubChem BioAssay
